VP16 counter: counter-screen for ROR gamma inhibitors: Gal4-VP16 reporter | AID 2546 | actives 3.5% (n = 310,000) | Drosophila S2 Gal4-VP16 UAS-luciferase, luminescence, 20 h | Potency, µM (doses to about 53.6 µM), inactives show at the highest dose activity, negative = inhibition, usual class: inhibitors;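 also: Gal4-VP16 expression switched on by copper sulfate through the metallothionein promoter; potency is read from the fitted curve at half-maximal effect; % is scaled to controls: 0 for no effect and ±100 for the full control effect; nearly all actives have a fitted effect of over 50% in size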
BRCA1 expr up: BRCA1 expression activation. MCF7-BRCA1-FFLuc reporter, luminescence, 48 h; response scale: scaled: vehicle 0%, 10 µM genistein 100%. Potency, µM (highest dose often 46.1 µM), without a hit: at the top dose activation, actives largely listed as activators. actives 1.1% (n = 380,000); also: potency is read from the fitted curve at half-maximal effect; nearly all actives have a fitted effect of over 80% in size; some results filed as inactive show a strong effect at the top dose
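Activators of BRCA1 expression were detected as increased firefly luciferase luminescence in engineered MCF7 cells after 48 h compound incubation. Signals were scaled to genistein 10 microM as full activation.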
ELG1 genotox: inducers of genotoxicity in HEK293T ELG1-luciferase cells | Potency, µM (doses to about 46 µM), inactives show top-dose activity change, positive = activation, actives largely listed as activators | HEK293T ELG1-luciferase reporter, luminescence, 16 h | actives 1.3% (n = 330,000); also: potency is read from the fitted curve at half-maximal effect; % of control where 0% means no effect; nearly all actives have a fitted effect of over 60% in size
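After overnight (16 hr) compound treatment at 37 °C, ELG1-luciferase HEK293T cells were lysed with ONE-Glo; luminescence quantified 30 min later at room temperature.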
Giardia killer: kills Giardia lamblia; AID 540267; Giardia lamblia trophozoite viability; activity change, % at 7.66 µM, hits read low; actives 0.15% (n = 340,000); in the data active = activity change below about -80%; inconclusive = between about -30% and that limit;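 also: parasites exposed to compound for two days anaerobically before the ATP read; % is scaled to controls: 0 for no effect and ±100 for the full control effect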
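Compounds were tested on trophozoites seeded at 100 cells/well and held 48 hrs at 37 deg C anaerobically. An ATP-based luminescent kit measured the remaining live cells.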
PKM2 act: increases activity of human pyruvate kinase M2 | P14618 | purified PKM2, Kinase-Glo ATP luminescence, activation; response scale: 0% is enzyme alone, no compound | Potency, µM (doses to about 57.5 µM), without a hit: at the highest dose activation, usual class: activators | actives 0.34% (n = 260,000) | AID 1631; also: potency is read from the fitted curve at half-maximal effect; % is scaled to controls: 0 for no effect and ±100 for the full control effect; nearly all actives have a fitted effect of over 55% in size
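Purified hPK-M2 (>95%) run at intermediate activity with 0.1 mM ADP and 0.5 mM PEP in 50 mM imidazole pH 7.2, KCl, MgCl2; 1 h room temperature. ATP formed read by Kinase-Glo luminescence; normalized to uninhibited and no-enzyme controls.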
Rab9 prom act: Rab9 promoter activation; Huh7 Rab9 promoter-luciferase reporter, luminescence, 24 h; AID 485297; actives 2.8% (n = 320,000); Potency, µM (titrated, usually from 9.22 µM), inactives show at the highest dose activation, negative = inhibition, most hits filed as activators; also: potency is read from the fitted curve at half-maximal effect; % of control where 0% means no effect; nearly all actives have a fitted effect of over 60% in size
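Cells were plated at 1500 per well in reduced-serum medium with 10% FBS and left 2 h. Compound in DMSO was then added for 24 h at 37 °C. Reporter signal was read by luminescence after 10 min with luciferase detection reagent.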
Menin-MLL TR inh: displaces Texas Red mutant MLL peptide from human menin. Menin + Texas Red MLL mutant peptide, fluorescence polarization. Potency, µM (titrated, usually from 61.6 µM), inactives show at the highest dose FP activity change, negative = inhibition, hits mostly inhibitors. actives 0.23% (n = 270,000); active = well fitted inhibition curve with a large enough effect in the polarisation, with a control signal flat, not every such curve was filed as active; inconclusive = small, poorly fitted or top-dose-only effect, or effect the other way, or a change in a side signal; inactive = no such curve, though single readings can be large or run the other way; the % refers to the polarisation; also: potency is read from the fitted curve at half-maximal effect; % of control where 0% means no effect; many of its hits are not listed in these tables
Target sequence (O00255 whole entry, looked up): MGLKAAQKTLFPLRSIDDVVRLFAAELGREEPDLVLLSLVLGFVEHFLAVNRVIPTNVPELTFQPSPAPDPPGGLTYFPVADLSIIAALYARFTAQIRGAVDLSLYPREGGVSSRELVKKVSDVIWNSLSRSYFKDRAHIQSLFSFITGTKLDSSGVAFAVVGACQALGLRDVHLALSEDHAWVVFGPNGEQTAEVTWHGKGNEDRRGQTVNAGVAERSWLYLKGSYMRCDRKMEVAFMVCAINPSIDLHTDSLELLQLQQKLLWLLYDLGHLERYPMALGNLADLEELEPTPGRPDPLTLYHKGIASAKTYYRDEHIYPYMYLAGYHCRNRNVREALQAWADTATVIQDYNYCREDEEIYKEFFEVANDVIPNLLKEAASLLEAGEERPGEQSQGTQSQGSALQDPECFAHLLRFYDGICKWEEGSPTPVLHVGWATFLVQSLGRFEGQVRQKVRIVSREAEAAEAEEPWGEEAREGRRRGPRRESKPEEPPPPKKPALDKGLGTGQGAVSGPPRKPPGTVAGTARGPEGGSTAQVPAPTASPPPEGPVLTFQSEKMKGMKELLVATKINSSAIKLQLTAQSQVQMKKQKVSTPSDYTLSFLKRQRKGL
RORgamma inh: inhibitors of mouse ROR gamma transcriptional activity. Drosophila S2 Gal4-RORgamma UAS-luciferase reporter, 20 h. Potency, µM (titrated, usually from 53.6 µM), for inactives: at the top dose activity change, negative = inhibition, hits mostly inhibitors. actives 5.4% (n = 310,000); also: potency is read from the fitted curve at half-maximal effect; % is scaled to controls: 0 for no effect and ±100 for the full control effect; nearly all actives have a fitted effect of over 60% in size
Target sequence (P51450 whole entry, looked up, the tested form may be a part): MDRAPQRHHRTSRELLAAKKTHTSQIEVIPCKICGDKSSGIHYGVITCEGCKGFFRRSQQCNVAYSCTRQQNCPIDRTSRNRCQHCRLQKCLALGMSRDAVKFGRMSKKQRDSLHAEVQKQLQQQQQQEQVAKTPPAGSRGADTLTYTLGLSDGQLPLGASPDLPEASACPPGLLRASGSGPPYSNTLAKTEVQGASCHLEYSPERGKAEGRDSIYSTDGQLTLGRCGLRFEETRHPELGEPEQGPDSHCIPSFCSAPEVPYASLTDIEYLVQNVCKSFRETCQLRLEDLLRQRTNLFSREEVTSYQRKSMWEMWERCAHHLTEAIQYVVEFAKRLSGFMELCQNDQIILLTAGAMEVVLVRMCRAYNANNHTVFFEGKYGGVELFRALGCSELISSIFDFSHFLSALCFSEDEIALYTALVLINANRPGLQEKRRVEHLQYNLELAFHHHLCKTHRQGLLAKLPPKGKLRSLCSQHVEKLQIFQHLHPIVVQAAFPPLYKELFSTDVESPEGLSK
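Luciferase reporter read in Schneider cells carrying Gal4-RORγ (mouse) and UAS-Photinus luciferase; cells given compound 1 h before 700 uM copper sulfate induction, then incubated 20 h at ambient temperature.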
NPC1 prom act: NPC1 promoter activation; Huh7 NPC1 promoter luciferase reporter, 24 h; Potency, µM (series often up to 9.22 µM), without a hit: top-dose activation, usual class: activators; actives 2.4% (n = 320,000); AID 485313;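 also: potency is read from the fitted curve at half-maximal effect; % of control where 0% means no effect; nearly all actives have a fitted effect of over 60% in size; reporter is driven by a mutant NPC1 promoter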
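Compounds in DMSO were transferred onto Huh7 NPC1-luciferase reporter cells pre-incubated 2 h; after 24 h at 37 °C, Amplite reagent was dispensed and luminescence recorded 10 min later.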
p53 reactivation: re-activators of mutant p53; Potency, µM (series often up to 92.2 µM), for the others: at the top dose activity change, positive = activation, hits mostly activators; AID 504706; actives 0.063% (n = 320,000); H1299 p53-A138V BP100-luciferase reporter, luminescence, 24 h; also: potency is read from the fitted curve at half-maximal effect; % of control where 0% means no effect; nearly all actives have a fitted effect of over 45% in size
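p53-null H1299 cells stably carrying temperature-sensitive p53-A138V and a BP100-luciferase reporter were pinned with compounds (4-point, 1:5 series) and held 24 hrs at 37 deg C. Luminescence was read 10 min after detection reagent.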
FLuc counter: inhibits or activates purified firefly luciferase, miR-21 counter-screen. Potency, µM (series often up to 57.5 µM), for inactives: at the top dose activity change, negative = inhibition, hits mostly inhibitors. actives 6.9% (n = 360,000). AID 588342. purified FLuc, Km substrates, luminescence inhibition. P08659;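 also: potency is read from the fitted curve at half-maximal effect; plate controls were vehicle for no effect and reference inhibitor for full effect; nearly all actives have a fitted effect of over 55% in size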
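Purified P. pyralis luciferase (10nM final) with 10uM D-luciferin and 10uM ATP (Km levels) in 50mM Tris acetate pH 7.5, 10mM Mg acetate, 0.01% Tween-20, 0.05% BSA; qHTS 6-point titration, ~60 µM downward; luminescence read.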
Starred values were filed as active, the others as inactive; ? = inconclusive; nt = not tested or not shown; [ ] = another dose, or the depositor's remark. Unless noted, calls follow the shape of the dose curve; as a rule, active = well fitted curve in the direction sought with a large enough effect; inconclusive = small, poorly fitted or top-dose-only effect, or another doubt; inactive = no such curve, though single readings can be large; an effect the other way counts as inactive or inconclusive. A portion of the library. The share of hits here may be higher or lower than overall.

SMILES	VP16 counter	BRCA1 expr up	ELG1 genotox	Giardia killer	PKM2 act	Rab9 prom act	Menin-MLL TR inh	RORgamma inh	NPC1 prom act	p53 reactivation	FLuc counter
Cc1noc(C)c1COc1cccc(C(=O)Nc2ccccc2)c1	nt	-11%	4%	5	nt	-3%	nt	nt	1%	-20%	nt
Cc1cc(-c2ccc(/C=N/n3cnnc3)o2)ccc1Cl	-18%	22%	2%	?	0%	-1%	-8%	9%	-5%	-8%	?
CC(C)NC(=S)Nc1ccc(Oc2ccccc2)cc1	-17%	6%	-1%	-12	2%	3%	-9%	?	-3%	17%	1%
CCOC(=O)c1c(NC(=O)c2ccc(C)cc2)sc2c1CC(C)(C)NC2(C)C	1%	nt	0%	nt	-23%	-3%	-8%	-17%	-4%	-3%	3%
C=CCn1c(NC(=O)c2ccco2)c(S(=O)(=O)c2ccccc2)c2nc3ccccc3nc21	0%	nt	-2%	nt	6%	-6%	-8%	-1%	4%	-4%	-1%
O=C(Nc1ccc(Cl)cn1)c1cccc2c(Br)cccc12	24%	-2%	4%	-18	nt	8%	21%	-6%	6%	11%	?
C=C(C)COc1ccc2c(C)c(CCC(=O)NC3CC3)c(=O)oc2c1	-21%	41%	-4%	18	nt	3%	-5%	-20%	3%	9%	-17%
COc1ccc2c(c1OC)C(=O)N1C2SC[C@H]1C(=O)NC1CC1 (some centres undefined)	-9%	4%	0%	-28	4%	-3%	1%	-13%	-1%	8%	1%
CC1CCCC(NC(=O)COC(=O)Cc2ccsc2)C1C (centres undefined)	0%	4%	-1%	9	0%	-5%	0%	7%	3%	0%	13%
O=[N+]([O-])c1ccc(Oc2ccc(F)cc2)c2ccncc12	14%	-56%	-21%	?	-7%	7%	9%	-1%	1%	-2%	5%

Limited to BRCA1 expr up, for some of the entries so far:
SMILES	BRCA1 expr up
Cc1noc(C)c1COc1cccc(C(=O)Nc2ccccc2)c1	-11%
Cc1cc(-c2ccc(/C=N/n3cnnc3)o2)ccc1Cl	22%

Additional structures follow.
SMILES	VP16 counter	BRCA1 expr up	ELG1 genotox	Giardia killer	PKM2 act	Rab9 prom act	Menin-MLL TR inh	RORgamma inh	NPC1 prom act	p53 reactivation	FLuc counter
CN(C)Cc1c(O)ccc2c(-c3ccccc3)cc(=O)oc12	3%	1%	-8%	-9	0%	-10%	-28%	0%	-1%	-2%	-3%
COc1ccc(F)c(CN2CCCC(CO)(Cc3cccc(Cl)c3)C2)c1 (centres undefined)	-4%	-20%	-5%	-23	5%	5%	-11%	-2%	-1%	4%	5%
Cc1ccc(NC(=S)/C(=C(\[O-])c2ccc(F)cc2)[n+]2ccccc2)cc1	-7%	12%	4%	-5	nt	0%	-12%	-36%	-3%	18%	-14%
CCN(CC)C(=O)c1c2c(nc3ccccc13)-c1ccccc1CC2	4%	-2%	-2%	8	4%	-5%	2%	?	-1%	-5%	?
COc1ccc(-n2ncc3c2CC(C)(C)CC3NC(=O)c2ccoc2C)cc1 (centres undefined)	4%	-16%	-5%	12	-5%	-1%	nt	?	2%	-1%	-13%
Cc1ccc(C2c3[nH]c4ccccc4c3C[C@H]3C(=O)N(c4ccccc4C(=O)N4CCC[C@@H]4C(=O)O)C(=O)N23)cc1 (some centres undefined)	-7%	3%	2%	23	1%	1%	-1%	19%	-2%	nt	0%
Nc1ncnc2c1cnn2C1CCCCC1	-4%	-1%	5%	-5	2%	6%[1.84 µM]	-18%	1%	2%	-4%	-9%
O=C(COc1ccc(Cl)cc1Cl)N/N=C/CCc1ccccc1	-3%	-4%	0%	-17	3%	10%	17%	-31%	0%	6%	1%
Cc1nc(-n2nnc(CO)c2CO)nc2c1CCC2	2%	1%	2%	16	4%	-4%	-3%	-1%	-3%	3%	-1%
CC(Nc1ccc2c(c1)OCCO2)C(=O)N1c2ccccc2CC1C (centres undefined)	-14%[10 µM]	0%	5%	31[activator]	8%	-7%	-5%	119%	3%	9%	-9%
CC1CN(C(=O)c2c(Br)cnn2C)CC(C)O1 (centres undefined)	-2%	-6%	-2%	-18	7%	-3%	0%	-7%	1%	-1%	2%
CCOC1CS(=O)(=O)CC1OCC (centres undefined)	-7%	6%	2%	1	-1%	-1%	19%	0%	4%	11%	2%
Cc1nn(-c2ccccc2)c2nc(-c3ccncc3)cc(C(=O)NCc3ccco3)c12	-19%	-92%	-13%	-2	8%	-5%	12%	8%	-1%	-11%	?
Cc1cc(OCC(=O)NCC2CCC(C(=O)O)CC2)c2c(C)c(C)c(=O)oc2c1 (centres undefined)	-2%	9%	1%	-11	0%	0%	-2%	-22%	-5%	nt	11%
C/C(CC(=O)Nc1cccc2c1CCCC2)=N\NC=O	17%	-2%	0%	1	4%	-3%	6%	-12%	0%	-1%	-1%
O=C(CN(CC1CCCO1)C(=O)CNS(=O)(=O)c1ccc(Cl)cc1)NCc1ccco1 (centres undefined)	0%	-8%	2%	-13	nt	-1%	nt	1%	-4%	1%	2%
NC1CCCCC1N=Cc1c(O)n(CCc2ccc(F)cc2)c(=O)[nH]c1=O (centres undefined)	-1%	31%	-2%	-8	8%	-7%	-1%	1%[10 µM]	-2%	-2%	-1%
COC(=O)CN1C(=O)N/C(=C/c2ccccc2OC)C1=O	-3%	14%	0%	3	-9%	2%	2%	15%	2%	-1%	-7%
Cc1cccc(NS(=O)(=O)c2ccc(C)c(C(=O)NCC(c3ccccc3)N(C)C)c2)c1 (centres undefined)	nt	-23%	-2%	-3	nt	-1%	nt	nt	-6%	9%	0%
O=C(c1ccc2c(=O)n(Cc3ccccc3Cl)c(=S)[nH]c2c1)N1CCOCC1	-21%	-3%	-7%	-5	nt	-1%	nt	?	15%	0%	2%
O=C(CCC(=O)c1ccc(F)cc1)OCc1nnc(-c2ccc([N+](=O)[O-])cc2)o1	nt	1%	3%	11	nt	2%	nt	nt	-3%	-4%	-15%
CCCCCn1c(N)c(-c2nc3ccccc3s2)c2c([N+](=O)[O-])nn(C)c(=O)c21	-3%	-8%	0%	25	11%	-7%	?	-19%	-6%	-8%	-16%
Nc1nc(CSc2n[nH]c(-c3ccccc3)n2)nc(Nc2ccccc2)n1	-9%	-33%	-18%	6	-10%	-1%	?	-6%	-2%	-23%	-10%
O=[N+]([O-])c1ccc(N/N=C/c2cccnc2)cc1	5%	?	-7%	-17	-1%	-13%	7%	?	6%	nt	?
CCc1ccc(CNC(=O)CN2C(=O)COc3ccccc32)cc1	1%	61%	4%	0	7%	1%	14%	-31%	0%	2%	-9%
CC(Nc1ccc(N2CCOCC2)cc1)C(=O)N1c2ccccc2CC1C (centres undefined)	-11%	-13%	-2%	5	29%	2%	nt	10%	-2%	0%	-10%
O=C(Cn1cc([N+](=O)[O-])cn1)NCc1cc2ccccc2[nH]1	2%	-15%	-4%	10	0%	-2%	-3%	?	1%	-2%	-1%
CC1=NOC(=O)/C1=C\c1ccc(-c2ccc(Br)cc2C(=O)O)o1	-14%	12%	3%	-11	-13%	-3%	?	-2%	0%	2%	?
COc1cc(NC(=O)c2cccnc2)ccc1-c1cc2ccccc2oc1=O	6%	nt	-4%	nt	1%	-7%	-1%	-39%	-2%	0%	6%
CCCCn1c(N)c(N(CC(C)C)C(=O)CCCc2cccs2)c(=O)[nH]c1=O	?	-15%	1%	7	4%	0%	nt	0%	-1%	-1%	-2%
CC(=O)Nc1ccc(NC(=O)CCOc2ccccc2C)cc1	-8%	-2%	2%	5	nt	0%	nt	14%	1%	5%	3%
O=C(CN1CCN(Cc2ccccc2)CC1)N1N=CCC1c1ccccc1 (centres undefined)	?	15%	0%	18	0%	13%	25%	-25%	15%	-1%	-5%
O=C(Nc1ccccc1)c1ccc2c(c1)OCO2	-6%	10µM*	9.2µM*	?	-37%	2.5µM*	8%	0%	2.8µM*	21%	12µM*
CC(C)CN1CN(Cc2ccco2)CNC1=S	?	-1%	-1%	8	-1%	-4%	0%	2.2µM*	2%	3%	7%
CSCCC(NS(=O)(=O)c1ccc(C)cc1)C(=O)NC1CCCCC1 (centres undefined)	-1%	-3%	-4%	-4	-22%	1%	-6%	-16%	-2%	-6%	1%
CCOC(=O)c1ccc(NC(=S)N2CCSC2c2ccc(OC)cc2)cc1 (centres undefined)	?	-6%	1%	3	-21%	0%	?	?	2%	15%	-13%
CCOc1ccc(N=c2scc(-c3ccc(OC)cc3)n2CCO)cc1	?	-49%	11%	12	-1%	-7%	-11%	?	3%	?	1%
O=[N+]([O-])c1nn(-c2ccccc2)n(O)c1=NCCc1ccccc1	-16%	31%	?	?	-5%	?	7%	-32%	?	?	?
